GBA activity up: increases beta-glucosidase activity in Gaucher fibroblasts. activation, % at 10 µM. L444P Gaucher fibroblasts, 4-MU-glucoside fluorescence, 3 days. 30,000 tested, 0.44% active. AID 784. P04062; in the data active = activation above about 65%;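 note: 0% = vehicle wells and 100% = positive control wells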
Target sequence (P04062 whole entry L483P): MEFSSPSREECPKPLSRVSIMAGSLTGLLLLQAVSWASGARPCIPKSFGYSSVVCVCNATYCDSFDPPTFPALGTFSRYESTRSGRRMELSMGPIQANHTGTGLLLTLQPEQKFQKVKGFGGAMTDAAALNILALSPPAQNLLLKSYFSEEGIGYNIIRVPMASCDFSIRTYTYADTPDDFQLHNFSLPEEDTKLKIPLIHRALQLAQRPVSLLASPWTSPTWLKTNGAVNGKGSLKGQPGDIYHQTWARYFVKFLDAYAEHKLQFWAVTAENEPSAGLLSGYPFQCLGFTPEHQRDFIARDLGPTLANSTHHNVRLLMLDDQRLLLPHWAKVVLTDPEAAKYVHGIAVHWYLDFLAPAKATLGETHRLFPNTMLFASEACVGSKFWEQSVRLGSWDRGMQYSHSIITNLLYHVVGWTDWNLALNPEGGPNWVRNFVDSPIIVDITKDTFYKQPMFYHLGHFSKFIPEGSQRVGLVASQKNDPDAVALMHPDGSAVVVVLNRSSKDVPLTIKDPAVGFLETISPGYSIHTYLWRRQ
Starred values were filed as active, the others as inactive. Not all compounds are listed; count on the stated rates, not on these rows.

SMILES | GBA activity up
O=C(CCN1C(=O)COc2ccccc21)NCCN1CCN(c2cccc(Cl)c2)CC1 | -32
O=c1c2cc(N3CCOCC3)ccc2[nH]c(=S)n1Cc1ccco1 | 16
COC(=O)c1cc(OC)c(OC)cc1NC(=O)c1cnccn1 | 12
Cn1c(=O)[nH]c(=O)c2c1nc(CN1CCN(c3cccc(Cl)c3)CC1)n2CCN1CCOCC1 | -13
CC1(C)CC(=O)C(C=NCCc2ccc(S(N)(=O)=O)cc2)=C(O)C1 | -27
CC1S/C(=C(\C#N)C(N)=O)N(c2ccc(F)cc2)C1=O (stereo unspecified) | -37
COc1cc(C(=O)NCc2ccco2)cc(OC)c1OC | -33
COC(=O)C1ON2OC(C(=O)OC)C(C(=O)OC)C2C1CC(C)=O (stereo unspecified) | -32
COC(=O)c1ccc(Oc2cc(C)nc(SC)n2)cc1 | -24
CCOC(=O)c1cnn(-c2nc3sc4c(c3c(=O)[nH]2)CCCC4)c1N | -21
CCN(CC(=O)NC1CCCCCC1)S(=O)(=O)c1ccccc1 | -8
CSCCC(NC(=O)c1c(C)oc2c1CCCC2)C(=O)O (stereo unspecified) | -11
C=C(C)C1Cc2c(C)nn(-c3ccccc3)c2C1 (stereo unspecified) | -54
NC1=NC(c2ccc(Cl)cc2)n2c(nc3ccccc32)N1 (stereo unspecified) | -15
CCC(NS(=O)(=O)c1ccc(OC)cc1)C(=O)O (stereo unspecified) | -17
COc1ccc(-n2nnc3c(SCc4ccccc4)ncnc32)cc1 | 6
c1csc(CSc2nnc3sc4ccccc4n23)c1 | -39
OC1(c2ccccc2)C/C(=N\n2cnnc2)C=C1c1ccccc1 (stereo unspecified) | -16
COc1cccc(NC(=O)C2C3C=CC4(O3)C2C(=O)N(C2CC2)C4C(=O)NC2CCCCC2C)c1 (stereo unspecified) | -10
COC(=O)c1sc2ccccc2c1C(=O)OC | 2
CC(NC(=O)COc1ccccc1)C(c1ccccc1)N1CCN(C)CC1 (stereo unspecified) | -11
CCOC(=O)c1c(C)[nH]c(C)c1C(=O)COC(=O)CCOc1ccccc1OC | 10
COc1ccc(CC2NCCC3(O)CCCCC23)cc1 (stereo unspecified) | -20
CCn1c(NCc2c[nH]c3ccccc23)nc2ccccc21 | -17
COc1ccc(OC)c(S(=O)(=O)Nc2ccccc2F)c1 | -50
CCC(Sc1ccc2nnc(-c3ccc(OC)c(OC)c3)n2n1)C(=O)O (stereo unspecified) | 0
CCCC(=O)Nc1ccc(C(=O)NCC(=O)OCC)cc1 | -9
COc1ccc(S(=O)(=O)N2CCSC2c2ccccc2)cc1 (stereo unspecified) | -7
Cc1cc(NC(=O)CSc2nnc(-c3ccco3)o2)no1 | -5
CCN1CCN(c2cc3c(cc2F)c(=O)c(C(=O)O)cn3C2CC2)CC1 | -24

Grouped by structure, the compounds so far containing two or more sulfur atoms
SMILES | GBA activity up
c1csc(CSc2nnc3sc4ccccc4n23)c1 | -39
COc1ccc(S(=O)(=O)N2CCSC2c2ccccc2)cc1 (stereo unspecified) | -7

Next section:
SMILES | GBA activity up
N#Cc1c(N)nc2c(c1-c1ccco1)CCCCC2 | 4
O=C(Nc1ccc2oc(-c3ccccc3Cl)nc2c1)c1cncc(Br)c1 | -53
CCN1CCN(C(=O)C2=C(C(=O)O)CCCC2)CC1 | -3
Cc1ccc(CNC(=O)CCS(=O)(=O)c2ccc(Br)s2)o1 | -45
O=C(Nc1nnc(C2CCCCC2)s1)c1ccc(Br)s1 | -19
Cc1nc2ccccc2nc1OCC(=O)Nc1cc(C(F)(F)F)ccc1N1CCOCC1 | -10
Cn1c(=O)oc2cc(S(=O)(=O)NCCN3CCCCCC3)ccc21 | 6
O=C(Cn1c(=O)sc2ccccc21)Nc1ccc(S(=O)(=O)N2CCCCC2)cc1 | -28
Cc1cccc(N2CCN(c3nnnn3-c3ccccc3)CC2C)c1 (stereo unspecified) | -30
CCc1nc(C)c(-c2ccccc2)c(=O)[nH]1 | -15

Five entries from above, as comma-separated lines:
molecule,GBA activity up
CCn1c(NCc2c[nH]c3ccccc23)nc2ccccc21,-17
Cc1ccc(CNC(=O)CCS(=O)(=O)c2ccc(Br)s2)o1,-45
CCN1CCN(c2cc3c(cc2F)c(=O)c(C(=O)O)cn3C2CC2)CC1,-24
c1csc(CSc2nnc3sc4ccccc4n23)c1,-39
CC(NC(=O)COc1ccccc1)C(c1ccccc1)N1CCN(C)CC1 (stereo unspecified),-11

New compounds follow:
SMILES | GBA activity up
O=S(=O)(Nc1ccc(-c2nc3ccccc3o2)cc1)c1ccccc1 | -7
COc1cccc(-n2nnnc2SCC(=O)N2CCCc3ccccc32)c1 | 7
COc1ccc(Oc2ccc(S(=O)(=O)N3CCCCC3)cc2S(=O)(=O)N2CCCCC2)cc1 | -43
O=C(COC(=O)c1ccccc1F)c1ccc(-n2nncc2-c2ccco2)cc1 | -1
CS(=O)(=O)c1ccc(N2CCOCC2)c(S(C)(=O)=O)c1 | 1
O=C(CN(c1ccc(F)cc1)S(=O)(=O)c1ccccc1)NCc1ccco1 | -11
CCOc1ccc(-n2c(SCC(N)=O)nc3c(c2=O)SCC3)cc1 | -20
CC1=Nn2c(nnc2C2CCCCC2)SC1 | -25
O=S1(=O)CC(NCc2ccccc2)C(Nc2ccc(Cl)cc2)C1 (stereo unspecified) | 5
O=C(c1ccc2c(c1)OCO2)N(c1ccc(F)cc1)C1C=CS(=O)(=O)C1 (stereo unspecified) | 20

The closing seven compounds of the part above come first, to join the parts.
SMILES | GBA activity up
O=C(COC(=O)c1ccccc1F)c1ccc(-n2nncc2-c2ccco2)cc1 | -1
CS(=O)(=O)c1ccc(N2CCOCC2)c(S(C)(=O)=O)c1 | 1
O=C(CN(c1ccc(F)cc1)S(=O)(=O)c1ccccc1)NCc1ccco1 | -11
CCOc1ccc(-n2c(SCC(N)=O)nc3c(c2=O)SCC3)cc1 | -20
CC1=Nn2c(nnc2C2CCCCC2)SC1 | -25
O=S1(=O)CC(NCc2ccccc2)C(Nc2ccc(Cl)cc2)C1 (stereo unspecified) | 5
O=C(c1ccc2c(c1)OCO2)N(c1ccc(F)cc1)C1C=CS(=O)(=O)C1 (stereo unspecified) | 20
CCOc1ccc(NC(=O)CCNS(=O)(=O)c2ccc3c(c2)c(=O)n(C)c(=O)n3C)cc1 | -21
Cn1c(=O)c2c(nc(Br)n2CCSc2nnnn2-c2ccccc2)n(C)c1=O | 2
Cc1ccnc(NC(=O)c2ccc(NC(=O)c3ccco3)cc2)c1 | -56
COc1ccc(S(=O)(=O)N2CN(Cc3ccco3)c3nc4ccccc4nc32)cc1 | -27
CCOC(=O)N1CCN(c2c(-c3ccc(C)cc3)c(=O)c2=O)CC1 | 23
CC(=O)NC(C(=O)NCC(N)=O)C(C)C (stereo unspecified) | -28
O=C(O)CC(c1ccccc1)n1cnnn1 (stereo unspecified) | -3
O=C(CCSc1nc(-c2ccco2)cc(C(F)(F)F)n1)NCCc1ccccc1 | -29
O=C(O)CCCc1nc2ccccc2s1 | -10
CC(=O)N1CCc2cc(S(=O)(=O)NC(C(=O)Nc3nc(C)cs3)C(C)C)ccc21 (stereo unspecified) | -13
c1ccc(-c2noc(CSc3nnnn3C3CCCCC3)n2)cc1 | -43
Cc1cccc(NC(=O)CN(C)S(=O)(=O)c2ccccc2)n1 | 4
COc1ccc(OC)c(S(=O)(=O)Nc2ccccc2C)c1 | -6
CCN(CC)C(=O)CN1C(=O)C2(OCC(C)(c3ccccc3)CO2)c2ccccc21 (stereo unspecified) | 7
N#C/C(=C\c1cccs1)Sc1nc2ccccc2s1 | -7
CC1CC(C)CN(S(=O)(=O)c2ccc(C(=O)N3CCN(c4ccccc4)CC3)cc2)C1 (stereo unspecified) | -26
CCc1nc(N2CCN(C(=O)c3ccco3)CC2)c2oc3ccccc3c2n1 | -39
COc1ccc(S(=O)(=O)N2CCCCC2C(=O)O)cc1OC (stereo unspecified) | -82
CCn1c(COc2ccc3c(c2)CCCC3)nnc1SCC(=O)Nc1nccs1 | -9
Cc1cc(NCc2ccccc2Cl)n2nnnc2n1 | -1
Cn1c(Cn2cnc3ccccc32)nnc1SCC(=O)CC(=O)Nc1ccccc1 | -11
O=C(c1ccccc1)N1CCN(c2ccccc2F)CC1 | -19
O=C(Cn1cnc2c(cnn2-c2ccccc2Cl)c1=O)N1CCc2ccccc21 | -13
O=C(OCc1ccccc1F)c1ccc2c(c1)OCCO2 | -1
O=S(=O)(Nc1cccc(C(F)(F)F)c1)c1cccnc1 | -1
O=C(NC1CCCC1)C1CC(=O)N(CCc2ccccc2)C1 (stereo unspecified) | 11
Cn1c(CN2CCOCC2)nnc1SCC(=O)NC1CCCCC1 | -44
COc1ccc2nc(SCC(N)=O)[nH]c2c1 | -36
Cc1cc(C)cc(OCCCC(=O)O)c1 | -2
O=C(Nc1ccc2c(c1)oc1ccccc12)c1cccnc1 | -65
CC(C)c1[nH]nc2c1C(c1ccc(OC(=O)c3ccco3)cc1)C(C#N)=C(N)O2 (stereo unspecified) | -7
CCOC(=O)N1CCN(C(=O)CSc2ncccn2)CC1 | -15
Cc1ccc(C(=O)NCCNC(=O)CN2CCCC2)cc1 | -23
COc1ccc(NC(=O)CN2CCN(CC(=O)Nc3ccccc3F)CC2)cc1OC | -38
Cc1cc(C(=O)O)sc1C | -5
COc1ccc(S(=O)(=O)N2CCN(C(=O)c3cccs3)CC2)cc1OC | -37
O=C(CN1CCOCC1)Nc1ccc(Br)cn1 | -46
OC(COCc1ccco1)CN1CCN(C(c2ccccc2)c2ccccc2)CC1 (stereo unspecified) | -9
O=C(NCc1cccs1)c1noc2c1CCCCC2 | -21
c1cncc(-c2nc3c4ccccc4nc(N4CCC(N5CCCCC5)CC4)n3n2)c1 | -8
Cc1ccccc1CS(=O)(=O)CCC(=O)NCCCN1CCOCC1 | -22
O=C(Nc1ccccc1C(=O)N1CCCCC1)c1cccc(S(=O)(=O)N2CCOCC2)c1 | -15
COc1ccc(-n2ccnc2SCC(=O)NCc2ccc3c(c2)OCO3)cc1 | -29
COc1cc(OC)cc(-c2nc(-c3ccccc3OC)no2)c1 | -14
Cc1cc(C(=O)NCc2ccccc2)no1 | -6
CCN1C(=O)/C(=C/N(C)c2ccccc2)OC1=S | -12
C=CCSc1nc2c(c(=O)[nH]c(=O)n2C)n1C(C)C | -19
CCOC(=O)c1ccc(NC(=O)CCNc2c(N3CCCC3)c(=O)c2=O)cc1 | -20
COc1ccc(N2CCN(Cc3nc(N)nc(Nc4ccccc4OC)n3)CC2)cc1 | 13
CCOC(=O)N1CCN(C(=O)C2CCC(C(=O)N3CCN(C(=O)OCC)CC3)CC2)CC1 (stereo unspecified) | 5
Other structures
SMILES | GBA activity up
O=C(CCCC(=O)N(CC(=O)NC1CCCC1)Cc1ccc(F)cc1)Nc1ccccn1 | -1
COC(=O)C1=C(C)N(c2cccc(C(C)=O)c2)C(=O)C1 | 2
CCOc1cc(NC(=O)c2ccco2)c(OCC)cc1NC(=O)CCC(=O)NCc1cccnc1 | 9
COC(=O)Nc1ccc2c(c1)ncn2C1CCCCC1 | 4
CC(NC(=O)OC(C)(C)C)C(=O)N1CCCC1C(=O)NC(Cc1ccccc1)C(N)=O (stereo unspecified) | -8
Cc1ccc(-c2nn3c(C)nnc3s2)cc1NC(=O)c1ccc(-c2ccc(Cl)cc2Cl)o1 | -89
C=CCn1c(NCCOC)nc2c1c(=O)n(C)c(=O)n2C | -9
Cc1ccc(C)c(N(CC(=O)N(C)C)S(C)(=O)=O)c1 | 10
COC(=O)CCC/C=C1/SCC(NC(=O)c2ccccc2)C1O (stereo unspecified) | -9
COC(=O)COc1ccc(S(=O)(=O)Nc2ccccc2SC)cc1 | -32
CCC1CCCCN1C(=O)N[C@@H](Cc1ccccc1)C(=O)O (stereo partly specified) | -6
CCOc1ccc(NC(=O)CN2CCN(CC(=O)Nc3ccc(F)cc3)CC2)cc1 | -41
O=C(COc1nnnc2ccccc12)N1CCCc2ccccc21 | -6
Cc1ccc(S(=O)(=O)NCCCCC(NC(=O)OC(C)(C)C)C(=O)O)cc1 (stereo unspecified) (tested in a mixture with another compound) | -9
Cn1cc(S(=O)(=O)N2CCc3ccccc3C2)c(=O)n(C)c1=O | -1
CCN(CC)S(=O)(=O)c1cc(C(=O)Nc2nncs2)c(Cl)cc1Cl | 2
O=C1NCCCC1C(=O)Nc1cccc(C(F)(F)F)c1 (stereo unspecified) | -1
O=C(Nc1ccccc1C(=O)NCC1CCCO1)c1ccco1 (stereo unspecified) | -7
CC1=C(C(=O)OC(C)C)C(c2cccc(F)c2)N2C(=O)C(C)SC2=N1 (stereo unspecified) | 0
COc1ccc(-n2cnnc2SCc2cnc(-c3ccccc3)s2)cc1 | -16
Cc1cccc(N2C(=O)SC(N(C)c3ccccc3)C2=O)c1 (stereo unspecified) | -7
O=C1c2ccccc2C(=O)N1CCCCN(C(=O)c1ccco1)c1ccc(Cl)cc1 | 13
COc1ccc(-c2c3c(=O)n(C)c(=O)n(C)c3c3nnc4ccccc4n23)cc1 | -4
COc1cccc(C2=NOC(C(=O)Nc3ccc(C(C)=O)cc3)C2)c1 (stereo unspecified) | -10
COc1ccc(CCNC(=O)c2ccc3c(c2)NC(=O)C(N2CCOCC2)S3)cc1OC (stereo unspecified) | -1
CCOC(=O)N1CCN(C(=O)CSc2nnc(-c3ccc(Cl)s3)o2)CC1 | 3
Cc1[nH]nc2c1/C(=N\O)CC(C)(C)C2 | -9
CCOC(=O)N1CCN(C(=O)CN(C)S(=O)(=O)c2ccc3c(c2)C(C)(C)C(=O)N3C)CC1 | -15
O=C(CCN1C(=O)COc2ccccc21)NCCN1CCN(c2ccccc2F)CC1 | 4
COC(=O)Cn1c(CCS(=O)(=O)c2ccc(C)c(C)c2)nc2ccccc21 | -29
CCc1ccc(NC(=O)C2CC(=O)N=C(N)S2)cc1 (stereo unspecified) | -8
COc1ccc(C(=O)Nc2cc(Cl)ccc2Cl)c(OC)n1 | -37
CC(=O)c1ccc(OCC(C)C)c(CC(C(N)=O)C(N)=O)c1 | -6
COc1ccc(S(=O)(=O)N2CCN(c3cc(-c4ccccc4)nc4ncnn34)CC2)cc1 | -32
Nc1cc(=O)[nH]c(SCC(=O)Nc2ccc(Br)cc2)n1 | 0
